DRD3 antagonist – blocks the human D3 dopamine receptor | AID 652054 | hit rate 2.5% among 360,000 | P35462 | D3R cells, DiscoveRx beta-arrestin luminescence, antagonist mode; active compounds read low | max response, negative = inhibition, %; in the data active = max response below about -50%; inconclusive = no clear call, values can overlap the other calls; note: % is set by controls: 0 for no effect and ±100 for the full control effect; mostly tested at two doses, the higher about 12 µM
Target sequence (P35462 whole entry, looked up): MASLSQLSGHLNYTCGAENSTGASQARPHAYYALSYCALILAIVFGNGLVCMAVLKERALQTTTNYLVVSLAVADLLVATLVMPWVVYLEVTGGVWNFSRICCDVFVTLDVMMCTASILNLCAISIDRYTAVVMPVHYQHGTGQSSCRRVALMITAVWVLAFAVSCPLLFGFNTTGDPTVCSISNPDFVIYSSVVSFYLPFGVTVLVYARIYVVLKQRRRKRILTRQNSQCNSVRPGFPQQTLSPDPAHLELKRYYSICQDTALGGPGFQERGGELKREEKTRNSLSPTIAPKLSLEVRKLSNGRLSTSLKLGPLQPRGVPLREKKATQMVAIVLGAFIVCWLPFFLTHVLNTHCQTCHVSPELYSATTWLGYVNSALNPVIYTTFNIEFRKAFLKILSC
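Cells expressing the human receptor were seeded at 1500 cells/well, incubated overnight at 37 degrees C in 5% CO2, then exposed to library compounds with dopamine controls for 90 minutes at 37 degrees C before luminescent detection.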
aSyn rescue – rescues yeast growth from alpha-synuclein toxicity. Yeast expressing alpha-synuclein, growth rescue, BacTiter-Glo, 24 h. Potency, µM (top dose mostly 46.1 µM), without a hit: at the top dose growth rescue (activation), actives largely listed as activators. hit rate 0.14% among 370,000. AID 652106; note: potency is the fitted concentration of half-maximal effect; % of control where 0% means no effect; nearly all actives have a fitted effect of over 65% in size
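Readout is rescue of growth in alpha-synuclein-expressing yeast, so inhibitors of toxicity appear as activators. Growth after 24 hr at 30 deg C in galactose medium is quantified by luminescence.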
D3 ag – agonists of human D3 dopamine receptor; P35462; D3R DiscoveRx beta-arrestin cells, luminescence, 90 min; max activation, %; hit rate 0.58% among 410,000; in the data active = max activation above about 30%; note: 0% is about no effect; mostly tested at two doses, the higher about 12 µM
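Cells at 1500/well, incubated overnight, then treated with pinned compounds (dopamine as control) for 90 min at 37 degrees C. DiscoveRx reagent added for 30 - 60 minutes at room temperature; luminescence read.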
Abeta yeast res – compounds reversing amyloid beta toxicity in yeast | yeast expressing A-beta42, growth rescue, OD600, 48 h; response scale: 0% DMSO, 100% iron-clioquinol control | hit rate 0.063% among 410,000 | Potency, µM (highest dose often 46.1 µM), for inactives: at the highest dose growth rescue, hits mostly activators; note: potency is the fitted concentration of half-maximal effect; nearly all actives have a fitted effect of over 55% in size
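Yeast growth medium received pinned compounds, then yeast cells expressing toxic A-beta were added; plates incubated at 30 C for 48 hr. Growth read as absorbance at 600 nm, normalized to DMSO and equimolar FeCl3 plus clioquinol controls.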
EPAC2 antag – blocks human EPAC2 exchange factor | Potency, µM (highest dose often 114 µM), for inactives: top-dose activity, negative = inhibition, actives largely listed as inhibitors | Q8WZA2 | EPAC2 GEF exchange of Rap1B-BODIPY-GDP, fluorescence | hit rate 0.18% among 360,000; note: potency is the fitted concentration of half-maximal effect; % is set by controls: 0 for no effect and ±100 for the full control effect; nearly all actives have a fitted effect of over 45% in size; many of its hits are not listed in these tables
FUS suppressor – rescues growth of FUS-expressing yeast | S. cerevisiae FUS-expressing, growth rescue, OD600, 24 h | Potency, µM (top dose mostly 76.6 µM), for the others: at the highest dose growth rescue (activation), actives largely listed as activators | hit rate 0.24% among 390,000;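 note: potency is the fitted concentration of half-maximal effect; plate controls were DMSO vehicle for no effect and reference control for full effect; nearly all actives have a fitted effect of over 55% in size; some results filed as inactive show a strong effect at the top dose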
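Absorbance at 600 nm, taken 24hr after compound addition, measured rescue of FUS-yeast growth at 30C. Induction used 2% galactose with seeding at OD 0.005. Controls: CP55940 from 92uM final, DMSO only.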
EPAC2 agonist – activates human EPAC2 exchange factor; Q8WZA2; EPAC2 activation, biochemical qHTS; response scale: 100% = 6.5 mM cAMP response; Potency, µM (doses to about 154 µM), inactives show at the top dose activation, hits mostly activators; hit rate 0.079% among 360,000; AID 720711; note: potency is the fitted concentration of half-maximal effect; nearly all actives have a fitted effect of over 50% in size
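Readout is BODIPY fluorescence (480 nm excitation, 540 nm emission), which falls as labeled GDP is exchanged off Rap1B. EPAC2 at 100 nM acted on 250 nM RAP1B-BODIPY-GDP with 50 uM GDP present.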
TDP43 rescue – inhibitors of TDP-43 toxicity in yeast. TDP-43 expressing yeast growth rescue, BacTiter-Glo, 24 h. Potency, µM (titrated, usually from 46.1 µM), for the others: at the highest dose growth rescue (activation), hits mostly activators. hit rate 1.8% among 410,000; note: potency is the fitted concentration of half-maximal effect; % of control where 0% means no effect; nearly all actives have a fitted effect of over 50% in size
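Cell-based yeast growth screen: TDP-43 expression induced in galactose, inoculum OD600=0.02 after raffinose pregrowth to mid-log. Read-out BacTiter-Glo luminescence at 24 hr, 30 deg C; inhibition of toxicity seen as signal increase.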
Numbers without * were called inactive; ? = inconclusive; / = not tested or not shown; & = joins results of further samples; [ ] = another dose, or the depositor's remark. Unless noted, calls come from the whole dose curve; as a rule, active = well fitted curve in the direction sought with a large enough effect; inconclusive = small, poorly fitted or top-dose-only effect, or another doubt; inactive = no such curve, though single readings can be large; an effect the other way counts as inactive or inconclusive.

SMILES	DRD3 antagonist	aSyn rescue	D3 ag	Abeta yeast res	EPAC2 antag	FUS suppressor	EPAC2 agonist	TDP43 rescue
O=C1NC(=O)C2(Cc3ccccc3N3CCCC32)C(=O)N1c1ccccc1 (stereo not given)	-7	-3%	-3	3%	0%	?	-2%	3%
COc1cc2oc(=O)c(CC(=O)N3C[C@H]4C[C@@H](C3)c3cccc(=O)n3C4)c(C)c2cc1Cl	0	-10%	-19	-18%	4%	-11%	7%	13%
O=c1c2ccccc2nc(SCC2CCCCO2)n1-c1ccccc1 (stereo not given)	7	0%	8	-2%	2%	4%	-3%	15%
CC(=O)OC1CC(OC2C(O)CC(OC3C(O)CC(OC4CCC5(C)C(CCC6C5CCC5(C)C(C7=CC(=O)OC7)CCC65O)C4)OC3C)OC2C)OC(C)C1OC1OC(CO)C(O)C(O)C1O (stereo not given)	-9	15%	-7	-9%	-1%	/	3%	19%
CCCNC(=O)N1[C@H]2CC[C@@H]1C(C(=O)OC)=C(c1ccc(OC)c(OC)c1)C2	-2	-2%	0	-17%	22%	-14%	0%	-11%
c1ccc2cc(CC3=NCCN3)ccc2c1	0	2%&0%	2	8%[9.22 µM]	8%	-29%	0%	20%
CCOC(=O)C1CCN(/C=C2/C(=O)NC(=S)N(c3ccccc3F)C2=O)CC1	19	4%	6	8%	5%	14%	3%	6%
CCOP(=O)(OCC)C(NC(=O)c1ccccc1)=C(Cl)Cl	?	0%	2	-1%	8%	/	-15%	-25%
O=C1NC(=O)C(=Cc2ccc(OCCOc3ccc([N+](=O)[O-])cc3)cc2)C(=O)N1	-2	0%	2	8%	6%	7%	7%	?
Cc1ccc(C(=O)Nc2c(C(=O)Nc3ccc(C)c(C)c3)sc3nc(C)cc(C)c23)cc1	/	/	3	12%	/	1%	/	?
C=CCC1(CN2CCCCCC2=O)C(=O)NC(=O)NC1=O	?	-1%	-11	-12%	5%	-21%	-1%	0%
O=C(Cc1ccccc1)N1CCN(Cc2ccccn2)CC1	-1	-9%	2	12%	18%	-12%	4%	26%
BrCCc1ccccc1	-99*	-7%	-92	-24%	1%	-24%	7%	18%
CCOC(=O)[C@@]12C(=O)C(=O)N[C@]1(c1ccccc1)C1OCCCC12 (stereo not given in full)	-5	-1%	-8	10%	21%	9%	1%	2%
CN1CCC2(CC1)c1ccccc1-c1ccccc12	-10	0%	-3	22%	-15%	3%	10%	2%
COC(=O)C1=C(c2ccccc2OCc2ccccc2)C[C@@H]2CC[C@H]1N2C	0	1%	-9	0%	0%	-17%	8%	0%
CC(C)CCOP(=O)(c1ccc(N(C)C)cc1)C(O)c1ccc(Cl)cc1Cl (stereo not given)	-10	-37%[inhibitor]	-9	?	35µM*	?	5%	-20%
O=C1CN=C(c2ccc(Br)cc2)c2oc3ccccc3c2N1	23	3%	3	9%	-1%	11%	-4%	2%
COP(=O)(OC)C(NC(=O)c1ccc(C)cc1)C(Cl)(Cl)Cl (stereo not given)	2	0%	4	-7%	0%	-10%	4%	0%
CCC(=NCc1ccco1)c1c(O)n(-c2ccc(OC)cc2)c(=O)[nH]c1=O	0	-4%	-4	-4%	5%	37%	7%	-16%
C/C=C1/CN2C3CC1C(CO)(C(=O)OC)C2Cc1c3n(C)c2ccccc12 (stereo not given)	8	-3%	4	-3%	-2%	-9%	1%	2%
O=C(O)C(O)(c1ccc(Cl)cc1)C1(O)CCCC1 (stereo not given)	-8	4%	-1	0%	2%	-23%	2%	12%
CN(C)C(=O)Oc1ccc2c(c1)O/C(=C\c1ccc(Cl)cc1)C2=O	-17	0%	1	-12%	3%	-9%	3%	6%
Cc1ccc(OCC(=O)N2CCN(C3CCC(c4ccccc4)CC3)CC2)cc1 (stereo not given)	-6	11%	-14	0%	?	10%	3%	3%
Cc1ccc2c(=O)n(-c3cccc(Cl)c3)c(=O)[nH]c2c1	/	/	-3	-10%	/	-18%	/	15%
CS(=O)(=O)c1ccc(C2=C(CNC(=O)c3ccc([N+](=O)[O-])cc3)[C@H]3CC[C@@H](C2)N3CCOc2ccccc2)cc1	?	3%	-7	-6%	-3%	0%	10%	?
O=c1[nH]c2ccccc2n1C1CCN(C(CCc2ccccc2)c2nnnn2C2CCCCC2)CC1 (stereo not given)	98	0%	5	-8%	9%	22%	9%	0%
O=P1(NCCCn2cc[n+](Cc3nc4ccccc4[nH]3)c2)C=C(c2ccccc2)OC(c2ccccc2)=C1	-11	2%	-6	10%	-5%	23%	-8%	14%
COC(=O)C1=C(c2ccc(F)cc2OCc2ccccc2)C[C@@H]2CC[C@H]1N2C(=O)N1CCOCC1	-20	5%	0	-11%	?	28%	7%	0%
O=C1NC(=O)N(c2ccc(F)cc2)C(=O)/C1=C/c1ccc2c(c1)CCCN2Cc1ccccc1	5	9%	-2	24%	?	?	-32%[inhibitor]	19%
COC(=O)C1=C(c2ccc(S(C)(=O)=O)cc2)C[C@@H]2CC[C@H]1N2C(=O)N1CCOCC1	-21	-19%	-24	-27%	6%	-6%	7%	-13%
O=C(NC[P+](=O)O)OCc1ccccc1	10	0%	5	-17%	15%	9%	10%	-14%
O=C(Nc1ccc(F)c([N+](=O)[O-])c1)c1cccn(Cc2ccccc2)c1=O	/	/	0	-13%	/	13%	/	11%
Cc1c(N=Nc2c(O)n(C)c(=O)n(C)c2=O)c(=O)n(-c2ccccc2)n1C	-4	1%	0	11%	-2%	/	1%	-6%
O=C(Nc1ccccc1)N1CCC2(CC1)OCCO2	-12	-4%	1	2%	4%	-27%	15%	2%
O=C(COc1ccc(Cl)cc1)N(c1ccc(Cl)cc1)C1CN2CCC1CC2 (stereo not given)	9	7%	5	14%	6%	-16%	3%	21%
COc1ccc(NP(=O)(Oc2ccc(Cl)cc2)Oc2ccc(Cl)cc2)cc1OC	2	1%	1	26%	-14%	23%	-6%	-5%
Cc1c(NS(=O)(=O)c2ccccc2)ccc([N+](=O)[O-])c1Cl	-20	-15%	4	2%	40µM*	4%	-1%	-1%
COC(=O)C1=C(c2ccc(F)cc2F)C[C@@H]2CC[C@H]1N2C(=O)NCCNC(C)=O	12	4%	21	1%	-7%	-7%	-3%	-2%
CCCCCCn1c(O)c(C(C)=NC)c(=O)[nH]c1=O	-8	-10%	2	-8%	0%	0%	6%	-19%
CN(C)c1ccc(/C=C/[N+](=O)[O-])cc1	13	1%	6	-7%	3%	-4%	11%	-18%
COC(=O)C1C(O)CC2CCC1N2C (stereo not given)	-11	-10%	-31	-14%	9%	-33%	6%	26%
CCc1cc2c(s1)N(CC(=O)OC)C(=O)CN=C2c1ccccc1OC	8	5%	15	-9%	2%	-4%	-1%	-9%
COC(=O)C1=C(c2ccc(Cl)c(C(F)(F)F)c2)C[C@@H]2CC[C@H]1N2C(=O)N1CCCC1	-4	8%	-2	-7%	?	37%	-2%	21%
C[C@@H]1CN([C@H](C)CO)C(=O)CCCn2nncc2CO[C@H]1CN(C)C(=O)Oc1ccc2ccccc2c1	-7	-3%	6	-1%	4%	19%	-12%	15%
CC(C)c1ccc(OCC(=O)N2CCN(CCc3ccncc3)CC2)cc1	/	/	-11	-14%	/	14%	/	4%
O=C1NCN(c2ccccc2)C12CCN(C(c1nnnn1C1CCCCC1)C1CC1)CC2 (stereo not given)	-19	6%	-6	4%	17%	19%	-4%	0%
Cc1c(C(c2ccc(F)cc2)c2c(O)c3ccccc3oc2=O)c(=O)n(-c2ccccc2)n1C (stereo not given)	30	4%	-7&2	?	10%	?	4%	?
COc1cccc(NC(=O)[C@@H](NC(=O)N2C[C@H]3C[C@@H](C2)c2cccc(=O)n2C3)C(C)C)c1	4	0%	-25	-25%	-10%	-17%	4%	-3%
Cc1ccc(N2C(=O)CC(=O)NC2=O)cc1Cl	2	-1%	-3	-9%	12%	5%	2%	-13%
Cn1c(=O)oc2cc(S(=O)(=O)N3CCC(C(=O)N4CCN(c5ccc(F)cc5)CC4)CC3)ccc21	3	?	3	-4%	3%	24%	9%	14%
O=Cc1cn(Cc2c(F)cccc2Cl)nc1-c1ccccc1	-17	-3%	-3	-13%	-9%	19%	16%	?
COc1ccccc1N1CCN(Cc2cccc(Br)c2)CC1	-100*	1%	-21	22%	-16%	-29%	14%	15%
O=C1NC(=O)N(c2ccc(Cl)cc2)C(=O)/C1=C/c1coc2ccc(O)cc2c1=O	-6	3%	2	17%	-8%	11%	10%	10%
C[C@@H]1CCCCO[C@H](CN(C)Cc2ccccc2)[C@@H](C)CN([C@H](C)CO)C(=O)c2cc(NC(=O)c3ccccc3)ccc2O1	9	5%	8	7%	-6%	-5%	-1%	?
CC(CC(C#N)(c1ccccc1)c1ccccc1)N1CCOCC1 (stereo not given)	-8	-1%	-11	5%	-28%	12%	14%	-11%

The results go on:
SMILES	DRD3 antagonist	aSyn rescue	D3 ag	Abeta yeast res	EPAC2 antag	FUS suppressor	EPAC2 agonist	TDP43 rescue
O=C(CCC(=O)N1C[C@H]2C[C@@H](C1)c1cccc(=O)n1C2)NCc1cccc(C(F)(F)F)c1	93	2%	-10	-14%	-12%	-10%	11%	-4%
CCOC(=O)c1c(C)n(CC(O)CN2CCOCC2)c2cc(Br)c(OC)cc12 (stereo not given)	11	1%	1	-3%	-14%	10%	-3%	-8%
CN(C)N=O	5	-2%	0	-15%	-7%	-40%	10%	0%
CCCOc1ccc(C(C)=O)cc1Cc1c(O)[nH]c(=S)[nH]c1=O	22	7%	3	-11%	3%	9%	4%	-23%
CCN1CCN(C(=O)COc2ccc(S(=O)(=O)NC(C)C)cc2)CC1	11	-5%	-1	-1%	2%	-2%	8%	-10%
CCN1CCN(Cc2ccc(OC(F)(F)F)cc2)CC1	-18	-1%	-13	-10%	-2%	37%	2%	-14%

Screening results: PubChem BioAssay, National Center for Advancing Translational Sciences (NCATS)

This is a subset; count on the stated rates, not on these rows.
